# CCR6 antagonist: CCR6 receptor antagonists, primary screen, cell-based, CHO-K1, luminescence, beta-arrestin, uHTS; C-C chemokine receptor type 6 (Homo sapiens), P51684; CHO-K1 CCR6 PathHunter beta-arrestin, CCL20-stimulated; inhibition, % at 20 µM; 340,000 tested, 0.49% active;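 active = compounds whose inhibition of the agonist-driven luminescence signal at 20 µM reaches about 50%, limit read from the data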;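 also: cells stimulated with CCL20 at 14 nM final; plate controls were DMSO with CCL20 for no effect and DMSO without agonist for full effect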
# Target sequence (P51684 whole entry, looked up): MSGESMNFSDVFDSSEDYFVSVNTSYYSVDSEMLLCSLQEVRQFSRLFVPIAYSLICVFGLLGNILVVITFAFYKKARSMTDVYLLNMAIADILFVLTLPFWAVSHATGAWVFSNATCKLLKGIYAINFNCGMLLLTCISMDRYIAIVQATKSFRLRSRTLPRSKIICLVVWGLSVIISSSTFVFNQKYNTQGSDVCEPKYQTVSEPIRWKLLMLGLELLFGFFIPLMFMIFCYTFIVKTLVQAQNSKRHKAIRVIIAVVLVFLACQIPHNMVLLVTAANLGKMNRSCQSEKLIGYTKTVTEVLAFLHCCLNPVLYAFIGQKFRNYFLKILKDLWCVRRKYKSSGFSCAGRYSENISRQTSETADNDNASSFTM
# 697 NFkB inh: inhibitors of PMA/ionomycin-induced NF-kB reporter, 697 cells, primary screen, B-cell NF-kB inhibitor project, cell-based, luminescence, uHTS; 697 B-cell NF-kB luciferase reporter, 16 h; AID 435022, 2010; inhibition, % at 4 µM; 330,000 tested, 0.33% active; in the data active = inhibition above about 35%
# Jurkat NFkB inh: inhibitors of induced NF-kB luciferase reporter, primary screen, TCR NF-kB activation inhibitor project, cell-based, luminescence, uHTS | Jurkat, PMA/ionomycin-induced NF-kB luciferase reporter | inhibition, % at 4 µM | 330,000 tested, 0.53% active
# EBI2 antag: EBI2 receptor antagonists, beta-arrestin recruitment, primary screen, cell-based, luminescence, 7a,25-OHC stimulation, uHTS; 360,000 tested, 0.81% active; 7a,25-OHC stimulated; G-protein coupled receptor 183 (Homo sapiens), P32249; inhibition, % at 5 µM; AID 651636, 2012; in the data active = inhibition above about 38%;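 also: enzyme fragment complementation signal reports receptor beta-arrestin coupling in cells; 0% = agonist plus DMSO wells and 100% = wells without agonist; some results beyond the cut were filed as inactive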
# Target sequence (P32249 whole entry, looked up, the tested form may be a part): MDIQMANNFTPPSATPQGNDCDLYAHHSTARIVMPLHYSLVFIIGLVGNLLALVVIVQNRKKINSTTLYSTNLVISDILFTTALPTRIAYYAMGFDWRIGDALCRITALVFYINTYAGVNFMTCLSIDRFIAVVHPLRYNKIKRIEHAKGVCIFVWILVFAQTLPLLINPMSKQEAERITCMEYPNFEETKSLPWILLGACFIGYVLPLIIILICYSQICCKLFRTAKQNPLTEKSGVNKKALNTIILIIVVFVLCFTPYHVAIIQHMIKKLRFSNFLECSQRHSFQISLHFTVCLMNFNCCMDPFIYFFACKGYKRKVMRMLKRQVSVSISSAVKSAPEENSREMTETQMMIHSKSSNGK
# UBC13 polyUb: UBC13 polyubiquitin chain formation inhibitors, primary screen, biochemical, TR-FRET, uHTS. Ubiquitin-conjugating enzyme E2 N (Homo sapiens), P61088. inhibition, % at 20 µM. 330,000 tested, 0.47% active. AID 485273, 2010; in the data active = inhibition above about 45%, passing the limit was not always enough
# Target sequence (P61088 whole entry, looked up): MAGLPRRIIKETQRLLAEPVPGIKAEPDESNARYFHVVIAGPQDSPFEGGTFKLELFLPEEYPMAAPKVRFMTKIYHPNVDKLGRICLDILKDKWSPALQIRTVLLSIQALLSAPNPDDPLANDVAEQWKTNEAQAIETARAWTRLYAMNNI
# SENP8 inh: SENP8 protease inhibitors, primary screen, biochemical, luminescence; inhibition, % at 10 µM; 330,000 tested, 1.2% active; purified SENP8, Z-RLRGG-aminoluciferin cleavage; AID 2540, 2010
# Gli-Sufu block: Gli-Sufu pathway antagonists, primary screen, luciferase luminescence, Sufu-KO-LIGHT cells, uHTS. 340,000 tested, 0.74% active. Sufu-KO-LIGHT fibroblasts, Gli luciferase reporter luminescence. inhibition, % at 5 µM. AID 588413, 2011;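 active = inhibition above about 55%, limit read from the data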;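 also: 0% = DMSO-treated cells and 100% = wells with medium but no cells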
# Apaf1 inhib: inhibitors of human Apaf-1 apoptosome, primary screen, biochemical, DEVD-Rh110 fluorescence, uHTS | Apoptotic protease-activating factor 1 (Homo sapiens), O14727 | reconstituted apoptosome caspase-3 activity | inhibition, % at 20 µM | 330,000 tested, 0.71% active; active = inhibition of at least 40% at 20 µM;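 also: plate controls were DMSO wells for no effect and DEVD-CHO caspase inhibitor wells for full effect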
#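 Assay system – apoptosome proteins · Medium – Hepes buffer, pH 7.5 · Also added – cytochrome c with DEVD-Rh110 · Timing – 30 min compound preincubation, 50 min activation, room temperature · Detection – Rh110 fluorescence, excitation 480 nm, emission 540 nm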
# * marks the source's active call; other numbers are inactive results; / = not tested or not shown. Rule as the data show it, unless noted: active = inhibition above about 50%; inactive = the rest.
SMILES,CCR6 antagonist,697 NFkB inh,Jurkat NFkB inh,EBI2 antag,UBC13 polyUb,SENP8 inh,Gli-Sufu block,Apaf1 inhib
CCOc1ccc(CCNC(=O)CCS(=O)(=O)c2ccc(C)cc2)cc1OCC,-2,7,-1,-11,8,-1,0,5
N#C/C(=C\c1ccccc1)c1ccccn1,12,-32,-39,-28,0,2,-32,3
O=C(Nc1cccc(F)c1)C1CCCN(S(=O)(=O)c2cccc3cccnc23)C1 (stereo unspecified),12,8,-3,-20,0,0,-4,7
COc1cccc(C(=O)Nc2nc3ccc(S(C)(=O)=O)cc3s2)c1,4,-51,-14,-2,2,83*,-40,12
O=C1CCC(C(=O)N2CCSCC2)CN1Cc1ccc(Cl)cc1 (stereo unspecified),10,7,-24,-7,12,-10,8,-13
COCCCNC(=O)c1cccc2c(=O)c(C)c(-c3ccccc3)oc12,-17,-21,14,11,-12,-7,2,4
CCOc1ccccc1N1CC(C(=O)N2CCc3ccccc32)CC1=O (stereo unspecified),-5,26,1,-3,6,1,2,-9
CCOC(=O)c1cn(CC)c2ccc(Br)cc2c1=O,6,-14,0,-3,0,4,2,15
O=S(=O)(c1ccccc1Br)N1CCC(O)(c2cccnc2)CC1,-6,-7,-7,-8,1,-3,1,13
Cc1nc(N2CCN(c3ccccn3)CC2)c2c(C)c(C(=O)Nc3ccc(F)cc3)sc2n1,3,4,22,18,47*,2,21,-15

# 7 entries drawn at random from those above:
SMILES,CCR6 antagonist,697 NFkB inh,Jurkat NFkB inh,EBI2 antag,UBC13 polyUb,SENP8 inh,Gli-Sufu block,Apaf1 inhib
CCOc1ccccc1N1CC(C(=O)N2CCc3ccccc32)CC1=O (stereo unspecified),-5,26,1,-3,6,1,2,-9
O=S(=O)(c1ccccc1Br)N1CCC(O)(c2cccnc2)CC1,-6,-7,-7,-8,1,-3,1,13
CCOC(=O)c1cn(CC)c2ccc(Br)cc2c1=O,6,-14,0,-3,0,4,2,15
O=C1CCC(C(=O)N2CCSCC2)CN1Cc1ccc(Cl)cc1 (stereo unspecified),10,7,-24,-7,12,-10,8,-13
CCOc1ccc(CCNC(=O)CCS(=O)(=O)c2ccc(C)cc2)cc1OCC,-2,7,-1,-11,8,-1,0,5
N#C/C(=C\c1ccccc1)c1ccccn1,12,-32,-39,-28,0,2,-32,3
COCCCNC(=O)c1cccc2c(=O)c(C)c(-c3ccccc3)oc12,-17,-21,14,11,-12,-7,2,4

# Carrying on:
SMILES,CCR6 antagonist,697 NFkB inh,Jurkat NFkB inh,EBI2 antag,UBC13 polyUb,SENP8 inh,Gli-Sufu block,Apaf1 inhib
CC(C)NC(=O)NC(=O)COC(=O)CCCSc1nc2ccccc2s1,7,-4,9,-3,-10,7,-3,15
COc1ccc(NC(=O)N2CCOCC2)cc1OC,-5,1,-4,6,4,-3,0,-6
O=C1C(=O)N(CCS(=O)(=O)c2ccccc2)c2ccc(F)cc21,31,6,11,-7,-4,5,-4,11
CCOC(=O)c1c(C)nc2sc3c(=O)n(-c4ccc(OC)cc4)cnc3c2c1-c1ccc(OC)cc1,-1,-31,-18,27,3,0,0,23
NC(=Nc1ccccc1)NC(=O)c1nc(Cl)c(N)nc1N,3,-81,-69,-9,13,0,-76,-8
CC(C)(C)NC(=O)CSc1n[nH]c(=O)n1-c1ccccc1,11,7,-8,11,-1,-3,1,-1
C/C(=N/NC(=O)c1ccc(C)s1)c1cccc(NC(=O)COc2ccc(Cl)cc2Cl)c1,2,-38,-44,/,-1,-7,-33,8
CCn1c(Cc2ccccc2)nnc1SCC(=O)N1CCCCC1,-17,15,0,1,2,1,1,0
CCN(CC)C(=O)OCCc1cc2ccccc2c(=O)o1,14,-3,4,-3,6,4,23,-4
O=C(CSc1n[nH]c(-c2ccncc2)n1)NCCc1ccccc1,19,-11,2,4,-2,-1,-5,3
CC(=O)N1CCc2cc(S(=O)(=O)N3CCc4ccccc4C3)ccc21,1,-26,21,-6,-7,-3,17,12
CC(=O)Nc1ccc(NC(=O)c2sc(-c3ccccc3)nc2C)cc1,0,-17,3,-8,-9,0,4,6
CCn1c(SCC(=O)Nc2nc(C)cs2)nnc1-c1ccncc1,7,5,10,-5,2,7,-14,-2
CCCCc1cc(=O)oc2cc(C)cc(OC(C)C(=O)NCc3ccccn3)c12 (stereo unspecified),13,5,7,6,10,6,6,5
CCOc1ccc(CC(=O)NNC(=S)Nc2ccccc2)cc1Br,15,-1,-3,13,-16,3,-7,3
CCC(C)NC(=O)C1CCC(CNS(=O)(=O)c2ccc3c(c2)N(C(C)=O)CCO3)CC1 (stereo unspecified),6,3,-3,-3,0,6,-7,-11
O=C(NCCCN=C1NS(=O)(=O)c2ccccc21)c1ccncc1,2,23,15,-6,-6,4,0,-6
O=Cc1ccc(C(=O)OCC(=O)NCCC2=CCCCC2)cc1,-5,23,2,6,-4,-2,-3,15
Cc1ccc(-c2[nH]ncc2C(=O)c2cccc(F)c2)c(O)c1,7,-10,-9,-2,5,8,/,11
Cc1cc(C(=O)CN2C(=O)NC(c3ccccc3)(c3ccccc3)C2=O)c(C)n1Cc1ccco1,0,-12,-1,5,4,1,11,25
O=C(CCc1nc2sc3c(c2c(=O)[nH]1)CCCC3)NCC(=O)Nc1ccccc1Br,9,12,-8,8,16,11,-3,-8
CCOC(=O)/C=C1\SCC(=O)N1CC(=O)NCc1cccc(Cl)c1,8,5,6,-8,-5,3,2,-4
CC(=O)Nc1cccc(CNCc2cccc(NC(C)=O)c2)c1,13,15,9,-17,1,5,2,-5
COc1ccccc1N1CCN(C(=O)c2ccc3c(=O)n(Cc4ccc5c(c4)OCO5)c(=O)[nH]c3c2)CC1,15,-25,15,11,2,-3,4,15
CC(C)(C)N1OC2CC1c1nc3ccccc3n1C2 (stereo unspecified),4,3,3,-7,-8,-6,-3,-8
CCN1CCN(c2nc(C)c3c(n2)CCCC3=O)CC1,-13,3,-3,-3,7,-5,10,-3
Cc1c(C(=O)NCc2ccccn2)oc2ccccc12,-1,-26,-28,4,-11,-14,-33,-7
COc1ccc2[nH]c(O)c(N=NC(=O)c3ccc(NS(=O)(=O)c4cccs4)cc3)c2c1,29,-45,-3,6,-30,8,-19,-24
Cc1ccsc1/C=N/NC(=O)CN1CCN(S(=O)(=O)c2ccc(Br)cc2)CC1,5,5,-8,26,5,-5,-3,6
O=C(CCCN1C(=O)c2cccc3cccc(c23)C1=O)NCc1cccs1,10,7,8,1,15,-2,-14,-1
CCCCOC(=O)C1Cc2ccccc2C(=O)O1 (stereo unspecified),8,15,1,-6,8,2,6,2
COc1ccc(Br)cc1/C=N/n1c(-c2ccccc2)n[nH]c1=S,4,-20,-14,13,-13,11,-5,-3
CCOC(=O)Cc1c(C)nc2cc(-c3ccc(C)cc3)[nH]n2c1=O,-15,-9,4,-6,5,-5,2,12
COc1ccc(/C=N/NC(=O)c2ccc(CSc3nc(C)cc(C)n3)cc2)c(OC)c1OC,3,10,2,-4,7,4,1,20
CC(=O)N/C(=C\c1ccccc1)C(=O)OCc1cc(C)ccc1C,5,-2,-7,7,-12,-6,21,2
COC(=O)C1=C[C@@H](C(=O)OC)[C@@H]2C3=C(C(=O)C2(C)C)[C@H](C)n2c(=O)n(-c4ccccc4)c(=O)n2[C@@H]3C1,4,34,16,-5,-2,1,3,-10
CCC(c1nnnn1Cc1ccc(OC)cc1)N1CCN(c2ccc(OC)cc2)CC1 (stereo unspecified),23,6,5,-3,3,6,5,5
CCCCCc1c(C)nc(Nc2ccccc2)[nH]c1=O,-23,-22,17,8,8,6,-10,14
O=S(=O)(Nc1ccc(N2CCCCC2)cc1)c1ccc(F)cc1,6,2,5,-10,3,8,2,-5
COc1ccccc1N1CN(CCc2ccccc2)CNC1=S,6,6,-11,2,0,-1,2,-9
N/C(=N/S(=O)(=O)c1ccccc1)c1cccc([N+](=O)[O-])c1,-12,-7,-8,-6,-5,-20,6,12
CCN(c1ccccc1)S(=O)(=O)c1ccc(OC)c(NC(=O)CNCCc2ccccc2)c1,11,-10,1,13,14,1,5,4
O=c1c2oc3ccccc3c2ncn1Cc1ccccc1Cl,-7,-13,-20,5,9,3,-4,16
O=C(CSc1nccn1-c1ccccc1)NCc1ccc2c(c1)OCO2,8,4,-9,-4,0,-10,14,10
CC1(C)CC(N(Cc2ccccc2)C(=O)Cc2ccccc2)CCO1 (stereo unspecified),10,1,-20,0,-2,-4,4,1
CCN(Cc1ccncc1)C(=O)CCc1ccccc1,2,2,5,2,0,2,-8,-18
CCOc1ccc(CNC(=O)C2CCCN(S(C)(=O)=O)C2)cc1OC (stereo unspecified),6,-20,-34,-4,-6,-9,-3,-2
CN(CC(=O)NCCc1ccc(F)cc1)Cc1ccc(Br)cc1,0,8,6,16,9,1,-13,15
COc1cccc(CN(C)CC(=O)Nc2c(C)cccc2C(C)C)c1,18,7,-18,13,4,-4,14,8
O=C(Cn1c(=O)sc2ccccc21)Nc1ccccc1C(=O)O,-4,21,3,-6,1,-2,-11,1
# (next part)
SMILES,CCR6 antagonist,697 NFkB inh,Jurkat NFkB inh,EBI2 antag,UBC13 polyUb,SENP8 inh,Gli-Sufu block,Apaf1 inhib
O=Cc1cn(CC(O)CN2CCCCC2)c2ccccc12 (stereo unspecified),7,-50,-9,0,-17,-9,6,3
COc1ccc(F)cc1S(=O)(=O)NCc1cc(=O)n(C)c(=O)n1C,8,10,2,1,-3,-3,43,2
Cc1cc(NC(=O)CSCC(=O)Nc2ccc(Cl)c(C(F)(F)F)c2)no1,-10,25,2,6,6,10,28,-1
Cc1ccc(C)c(NS(=O)(=O)c2ccc3c(c2)NC(=O)CO3)c1,5,10,7,-6,-1,-6,-30,11
NC(=O)NOCc1ccccc1,-3,5,7,-16,-8,-4,-8,-4
Cc1cc(C)cc(N(C(=O)c2ccc3c(c2)OCO3)C2C=CS(=O)(=O)C2)c1 (stereo unspecified),24,18,11,-14,1,-7,6,-9
CC1=C(C(=O)OCC(C)C)C23C(=O)c4ccccc4C2(O1)OC(N)=C3C#N (stereo unspecified),8,4,8,1,-2,0,-4,0
CC(OC(=O)CCSc1ccccc1)C(=O)Nc1ccc(S(N)(=O)=O)cc1 (stereo unspecified),-5,-6,-31,-2,-3,-3,-11,2
CCn1c(SCC(=O)c2[nH]c(C)c(C(C)=O)c2C)nnc1-c1cccs1,0,4,16,3,-3,3,7,-3
COc1ccc(-n2cc(C(=O)c3cc4ccccc4oc3=O)c(C(C)=O)n2)cc1,5,2,-7,10,-7,-2,5,25
CCOCC(=O)N1CCN(c2cccc(Cl)c2)CC1,5,9,-12,-6,7,-2,8,-6
COc1ccc2c(CC(=O)OCC(=O)Nc3ccccc3[N+](=O)[O-])coc2c1,2,3,16,2,-2,-4,-17,-4
COc1ccc(-n2cnnc2SCC(=O)N(C)C2CCS(=O)(=O)C2)cc1 (stereo unspecified),-1,-3,-5,-8,-2,-8,6,1
O=C(COC(=O)CCc1nc2ccccc2c(=O)[nH]1)Nc1ccccc1,9,8,-3,1,-8,-11,11,2
COc1ccc(NC(=S)N(C(C)C)C2CCN(C(C)C)CC2)cc1Cl,/,9,-18,/,4,-11,/,2
CC(C)N(C(=O)Cn1cc(SCC(=O)N2CCCC2)c2ccccc21)C(C)C,-5,8,-6,9,-12,56*,5,4
CCC1C(=O)C(CC)C(c2ccccc2)NC1c1ccccc1 (stereo unspecified),26,14,1,8,3,1,31,14
COCCNc1nnc(SCC(=O)NC(=O)c2ccc(Cl)cc2)s1,-1,2,-16,-1,1,-9,0,-4
COc1ccccc1NC(=O)CCN1C(=O)c2ccccc2S1(=O)=O,1,9,8,-9,-1,-8,6,8
COc1ccccc1CN(C)C(=O)COC(=O)c1c(C)noc1C,9,12,3,-5,8,-1,5,-3

# Only part of the results is shown; the hit share may differ from the screen's.
